Compound activity (PubChem BioAssay)
M1 ag = activates the M1 muscarinic receptor; CHO-M1 cells, Fluo-4 calcium fluorescence, agonist mode; hits give high values; B-score at 10 µM; 64,000 compounds, 3% hits; AID 626;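 active = fluorescence rise, raw or as B-score row- and column-corrected plate score, outside the 99.7% band of its plate's samples, either direction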
HEK293 NFkB inh = lowers PMA/ionomycin-induced NF-kB signal in HEK293 cells | HEK-293 NF-kB luciferase reporter, luminescence | inhibition, % at 3 µM | 62,000 compounds, 0.21% hits | AID 465;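 active = inhibition above the mean of all tested compounds plus 3 SD, cut at about 40% in these data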;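 note: 0% = stimulated DMSO wells and 100% = 10 µM reference inhibitor 5653914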
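System – HEK-293 cells with stable firefly luciferase reporter driven by four HIV NF-kB elements · Doses – one dose, 3 µM · Schedule – 1 h compound pre-incubation, 16 h PMA/ionomycin at 37 °C · Technique – luminescence from luciferase substrate reagent · Measure – percent inhibition normalized per plate to DMSO and reference-inhibitor controls · Replicates – tested once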
TNAP act DEA = activators of human TNAP at intermediate phosphate acceptor; activation factor at 20 µM; P05186; 64,000 tested, under 10 active; AID 813; purified TNAP, CDP-star luminescence, 100 mM DEA, 30 min; hits give high values; scale: 0 levamisole-inhibited, 1 vehicle-only enzyme;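 active = activation factor of at least 2 at 20 µM, relative to controls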
E coli RNAP = Escherichia coli RNA polymerase inhibition; P0A8V2; AID 559; inhibition, %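 (tested at 10 µM)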; E. coli RNA polymerase, fluorescence transcription assay; 62,000 compounds, 0.2% hits; in the data active = inhibition above about 20%;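 note: 0% = enzyme without compound and 100% = no enzyme blank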
Target sequence (P0A8V2 whole entry, looked up): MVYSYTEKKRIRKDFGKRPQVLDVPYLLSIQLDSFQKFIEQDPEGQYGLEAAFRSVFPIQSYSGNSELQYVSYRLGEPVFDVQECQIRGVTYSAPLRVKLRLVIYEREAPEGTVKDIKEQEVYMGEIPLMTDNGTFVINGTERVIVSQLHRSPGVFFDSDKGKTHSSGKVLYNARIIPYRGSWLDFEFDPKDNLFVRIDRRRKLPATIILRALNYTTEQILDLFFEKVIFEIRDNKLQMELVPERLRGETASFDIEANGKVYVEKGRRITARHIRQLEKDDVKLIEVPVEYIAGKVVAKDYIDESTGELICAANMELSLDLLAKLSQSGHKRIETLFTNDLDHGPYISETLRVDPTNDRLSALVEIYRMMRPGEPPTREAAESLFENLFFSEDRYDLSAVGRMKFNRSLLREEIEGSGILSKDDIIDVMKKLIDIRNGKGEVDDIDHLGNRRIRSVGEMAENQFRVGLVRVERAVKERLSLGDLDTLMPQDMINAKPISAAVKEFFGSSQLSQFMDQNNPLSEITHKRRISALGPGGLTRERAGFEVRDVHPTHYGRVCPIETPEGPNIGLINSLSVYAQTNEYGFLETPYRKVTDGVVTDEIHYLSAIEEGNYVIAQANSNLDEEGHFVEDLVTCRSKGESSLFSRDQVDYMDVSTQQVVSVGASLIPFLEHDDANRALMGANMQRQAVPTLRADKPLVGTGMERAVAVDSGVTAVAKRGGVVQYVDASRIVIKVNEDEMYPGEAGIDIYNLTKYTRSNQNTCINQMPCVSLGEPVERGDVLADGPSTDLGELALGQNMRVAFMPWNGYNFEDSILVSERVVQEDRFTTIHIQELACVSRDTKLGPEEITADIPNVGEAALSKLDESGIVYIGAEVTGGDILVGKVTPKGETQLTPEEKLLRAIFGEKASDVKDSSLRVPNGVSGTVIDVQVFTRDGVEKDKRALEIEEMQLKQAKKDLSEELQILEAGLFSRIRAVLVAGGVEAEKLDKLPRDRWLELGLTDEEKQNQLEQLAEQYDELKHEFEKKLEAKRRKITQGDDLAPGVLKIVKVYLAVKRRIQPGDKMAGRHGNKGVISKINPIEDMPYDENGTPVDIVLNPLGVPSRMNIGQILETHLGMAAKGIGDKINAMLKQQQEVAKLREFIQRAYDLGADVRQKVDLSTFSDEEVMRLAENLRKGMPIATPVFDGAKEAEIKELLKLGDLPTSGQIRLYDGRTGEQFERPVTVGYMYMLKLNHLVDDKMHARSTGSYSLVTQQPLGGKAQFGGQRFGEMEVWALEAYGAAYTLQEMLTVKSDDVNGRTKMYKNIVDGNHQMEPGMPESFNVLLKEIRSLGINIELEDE
S1P3 agonist = agonists of human S1P3 receptor; Q99500; 60,000 compounds, 0.1% hits; AID 373; S1P3 NFAT-BLA reporter cells, agonism, FRET ratio; relative to 1 µM S1P, basal subtracted; activation, % at 4.5 µM;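 active = activation above the screen-wide mean plus 3 SD, cut at about 4.5% in these data, passing the limit was not always enough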; note: some compounds called inactive have numbers as strong as hits
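Measure – % activation relative to 1 µM S1P (100%), per plate · System – stable CHO line with human S1P3, Gα16, NFAT-BLA reporter · Timing – cells plated overnight, compound 4 h 37 °C, substrate 2 h RT · Technique – fluorescent BLA substrate, ex 405 nm, em 460/535 nm ratio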
Jurkat viability = cytotoxic compounds reducing Jurkat cell viability. Jurkat E6.1 viability, ATP luminescence, 48 h. inhibition, % at 4 µM. 56,000 compounds, 1.2% hits. AID 463;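 active = inhibition above the mean inhibition of all tested compounds plus 3 SD, cut at about 28% in these data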
M1 antag = antagonists of rat M1 muscarinic receptor; P08482; CHO-M1 cells, Fluo-4 calcium, ACh EC80 antagonist mode; hits give low values; B-score at 10 µM; 64,000 compounds, 3.4% hits; AID 628;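 active = calcium fluorescence response, raw or row-and-column corrected B-score, differing from the plate sample mean either way at a set confidence level, mostly lower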
S1P1 ag-PAM = agonists and agonism potentiators of human S1P1 receptor | P21453 | S1P1 CRE-bla cells, forskolin, beta-lactamase FRET, potentiator mode; S1P1 agonist co-added at EC20, 2 nM; 100% = saturating reference agonist, 0% = basal | activation, % at 9.5 µM | 56,000 compounds, 0.57% hits;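 active = activation above a cutoff set at the mean activation of all tested compounds plus 3 SD, cut at about 54% in these data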;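 note: forskolin at 4 µM as EC80 and the EC20 agonist is SEW2871; 100% = SEW2871 at its EC100 plus forskolin at EC80; some compounds past the cut are filed as inactive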
D1 mod = D1 dopamine receptor (human) allosteric modulation; P21728; HEK293 D1, CRE-luciferase, dopamine EC30 potentiation; actives deviate in either direction; B-score at 10 µM; 58,000 compounds, 5.9% hits; AID 641;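 active = luminescence count or its row- and column-corrected plate score outside the 99.7% band of the plate's sample wells, on either side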
An asterisk follows results filed as active; · = no result given.

SMILES | M1 ag | HEK293 NFkB inh | TNAP act DEA | E coli RNAP | S1P3 agonist | Jurkat viability | M1 antag | S1P1 ag-PAM | D1 mod
Cc1ccc(NC(=O)CS(=O)CC(=O)NCCCN(C)c2ccccc2)cc1 (configuration not stated) | -0.34 | 11 | 0.9 | -1 | -0.4 | -6 | 1.2 | -6 | 0.38
C=COCCNC(=O)Nc1ccc(Cl)cc1Cl | -0.077 | 4 | 0.9 | 3 | 0.2 | 2 | -0.0088 | 5 | 0.012
CCCc1cc(=O)[nH]c(/N=C(/NC(=O)c2ccccc2)Nc2ccc3c(c2)OCCO3)n1 | 0.92 | 3 | 1 | 3 | -1.0 | -3 | 0.83 | 1 | 0.69
CC(=O)Nc1ccc(-c2nnn(CC(=O)c3ccccc3)n2)cc1Cl | 0.26 | 29 | 0.9 | 1 | -1.6 | 9 | -0.045 | -11 | -0.52
CCNC(=O)C1CC(=O)N(c2ccc(Br)cc2)C1 (configuration not stated) | 0.015 | -6 | 0.9 | 4 | -1.0 | 3 | -0.3 | 0 | -0.21
O=C(NCCCN1CCCCCC1)c1ccc(CS(=O)(=O)Cc2ccccc2F)o1 | 0.52 | -1 | 1 | 7 | · | · | 0.63 | · | ·
COC(=O)CCC(=O)c1oc2ccc(Cl)cc2c1NC(=O)CCCN1C(=O)c2ccccc2C1=O | -0.61 | 12 | 0.9 | 2 | -1.6 | 2 | 0.21 | -7 | -0.6
COc1ccc(CCNC(=O)CN(c2ccc(C)cc2)S(=O)(=O)c2c(C)noc2C)cc1OC | -0.28 | 1 | 0.9 | 5 | 0.8 | 1 | 0.32 | -5 | 1.2
COc1ccc(N(C(=O)COc2ccccc2)C2C=CS(=O)(=O)C2)cc1 (configuration not stated) | -0.011 | 12 | 0.9 | 8 | 0.7 | 1 | -1.1 | -21 | -0.55
c1ccc(N(c2ccccc2)c2nc(N3CCCC3)nc(-n3ccnc3)n2)cc1 | -0.29 | -5 | 0.9 | 1 | -1.5 | -7 | 0.57 | -10 | -0.23
Cc1cc(C(=O)COC(=O)CCCN2C(=O)c3ccccc3C2=O)c(C)n1C | -0.31 | 10 | 0.9 | 4 | 0.4 | 1 | -0.36 | 3 | -0.025
COC(=O)c1nnn(Cc2ccccc2)c1N | 0.85 | 13 | 0.9 | -4 | · | · | 1.4 | · | ·
CN(Cc1ccccc1)C(=O)c1ccc2c(c1)OCO2 | 1.2 | 14 | 0.8 | 3 | · | · | 0.94 | · | 0.34
O=C(NCc1cccs1)C(Cc1ccccc1)n1cccc1 (configuration not stated) | -0.043 | 4 | 0.8 | 23* | 0.0 | 2 | -0.15 | 4 | 0.081
CCC(C)c1ccc(OCC(=O)O)cc1 (configuration not stated) | 0.4 | 6 | 1 | 6 | -0.5 | 0 | -0.38 | · | 0.063
COc1ccc(NC(=O)NC(C(F)(F)F)C(F)(F)F)cc1 | -0.85 | 4 | 1 | -8 | -1.3 | 12 | -0.021 | 11 | -0.92
CC(C)CC1NC(=O)N(CC(=O)c2ccc3c(c2)OCCO3)C1=O (configuration not stated) | 1.2 | -18 | 0.9 | 10 | · | · | 0.063 | · | -0.78
O=C(Nc1cnc2ccccc2c1)c1cccc(-n2cnnn2)c1 | 4.4* | -30 | 0.8 | · | -0.1 | -8 | -1 | 6 | -0.77
Cc1cc(NC(=O)COc2cccc3cccnc23)no1 | -0.33 | -3 | 0.9 | 10 | -0.1 | 1 | -0.26 | -2 | 0.34
CCOC(=O)c1[nH]c2ccc(F)cc2c1NC(=O)C1=COCCO1 | 1.5 | 12 | 0.8 | 11 | 0.4 | -6 | 0.33 | -16 | 1.4

Profiles as entered above.
Shown for `CC(C)CC1NC(=O)N(CC(=O)c2ccc3c(c2)OCCO3)C1=O` (configuration not stated) → M1 ag = 1.2; HEK293 NFkB inh = -18; TNAP act DEA = 0.9; E coli RNAP = 10; S1P3 agonist = ·; Jurkat viability = ·; M1 antag = 0.063; S1P1 ag-PAM = ·; D1 mod = -0.78
Shown for `CN(Cc1ccccc1)C(=O)c1ccc2c(c1)OCO2` → M1 ag = 1.2; HEK293 NFkB inh = 14; TNAP act DEA = 0.8; E coli RNAP = 3; S1P3 agonist = ·; Jurkat viability = ·; M1 antag = 0.94; S1P1 ag-PAM = ·; D1 mod = 0.34

Next section:
SMILES | M1 ag | HEK293 NFkB inh | TNAP act DEA | E coli RNAP | S1P3 agonist | Jurkat viability | M1 antag | S1P1 ag-PAM | D1 mod
COc1ccc(OCC2CNC(=O)O2)cc1 (configuration not stated) | 0.53 | -3 | 0.9 | 6 | · | · | 0.029 | · | ·
COC(=O)c1[nH]c2cccc(OC)c2c1NC(=O)CN1CC2(C)CC1CC(C)(C)C2 (configuration not stated) | 0.3 | 1 | 0.9 | 7 | -0.7 | 1 | -0.00045 | -24 | 1
Cc1ccc2c(NC(=O)C3CC3)c(C)ccc2n1 | 0.15 | 7 | 0.9 | -1 | -0.6 | -4 | -0.086 | -2 | -0.15
CN1C(=O)CC(N2CCN(CCN=CC3=C(O)CC(C)(C)CC3=O)CC2)C1=O (configuration not stated) | -0.22 | -6 | 0.9 | 6 | -0.7 | -9 | 0.085 | -12 | ·
COc1ccc2c(c1)c1ncn(CCN3CCCC3)c(=O)c1n2C | -0.011 | 24 | 0.9 | -1 | -0.6 | 5 | -0.23 | -5 | -1.9
COCCn1nnnc1C(c1cccc(OC)c1OC)N1CCN(C2CCCCC2)CC1 (configuration not stated) | 18* | 2 | 1 | 0 | -1.0 | 3 | 0.42 | 23 | -0.026
Cn1cccc1Cc1nnc(SCC(=O)NC2CCCCC2)n1-c1ccc(F)cc1 | 0.83 | 17 | 0.9 | -5 | -0.6 | -2 | 0.8 | -4 | 0.016
CC(=O)c1cccc(NC(=O)N2C3CCC2CC(O)(c2cccnc2)C3)c1 (configuration not stated) | -0.12 | 14 | 0.9 | 3 | -0.1 | -6 | 2.3 | 1 | -0.68
O=C(Nc1cccc(Cl)c1)Nc1nccs1 | 3.5* | -18 | 0.9 | 0 | 0.1 | -9 | -1.2 | -4 | -1.3
CC1(C)CC(=O)C(CC(=O)Nc2ccc(S(N)(=O)=O)cc2)=C(O)C1 | 0.06 | 1 | 0.9 | 6 | 0.2 | 6 | 0.65 | -6 | 0.41

An excerpt from above in order of formula weight, rising.
SMILES | M1 ag | HEK293 NFkB inh | TNAP act DEA | E coli RNAP | S1P3 agonist | Jurkat viability | M1 antag | S1P1 ag-PAM | D1 mod
COc1ccc(OCC2CNC(=O)O2)cc1 (configuration not stated) | 0.53 | -3 | 0.9 | 6 | · | · | 0.029 | · | ·
CC1(C)CC(=O)C(CC(=O)Nc2ccc(S(N)(=O)=O)cc2)=C(O)C1 | 0.06 | 1 | 0.9 | 6 | 0.2 | 6 | 0.65 | -6 | 0.41
COC(=O)c1[nH]c2cccc(OC)c2c1NC(=O)CN1CC2(C)CC1CC(C)(C)C2 (configuration not stated) | 0.3 | 1 | 0.9 | 7 | -0.7 | 1 | -0.00045 | -24 | 1
Cn1cccc1Cc1nnc(SCC(=O)NC2CCCCC2)n1-c1ccc(F)cc1 | 0.83 | 17 | 0.9 | -5 | -0.6 | -2 | 0.8 | -4 | 0.016
COCCn1nnnc1C(c1cccc(OC)c1OC)N1CCN(C2CCCCC2)CC1 (configuration not stated) | 18* | 2 | 1 | 0 | -1.0 | 3 | 0.42 | 23 | -0.026

(next part)
SMILES | M1 ag | HEK293 NFkB inh | TNAP act DEA | E coli RNAP | S1P3 agonist | Jurkat viability | M1 antag | S1P1 ag-PAM | D1 mod
CCOc1ccc(-c2nc(CSCC(=O)N3CCN(C(=O)c4ccco4)CC3)c(C)o2)cc1 | -3.5* | -10 | 0.9 | 6 | 0.9 | -2 | -0.36 | -14 | 3.6*
Cn1c(/C(C#N)=C(\O)CN2CCN(Cc3ccccc3)CC2)nc2ccccc21 | -0.81 | 11 | 1 | 10 | -1.4 | -1 | -0.24 | -11 | 0.29
COC(=O)c1ccc(CSc2nnnn2C)o1 | -0.45 | 8 | 1 | 4 | -0.3 | -2 | -3.1* | -13 | 0.77
CCOc1ccccc1C(=O)NCCCN1CCN(CCCNC(=O)c2ccccc2OCC)CC1 | -0.0056 | 14 | 1 | 5 | -0.2 | -5 | -1 | -7 | -0.6
CC(C(=O)NC(=O)NCc1ccccc1)N1C(=O)c2ccccc2C1=O (configuration not stated) | -0.46 | · | 1 | 11 | -0.1 | · | -0.64 | 1 | -0.11
O=C(NCc1cccnc1)c1c[nH]c2cc3c(cc2c1=O)OCCO3 | 0.9 | 8 | 0.9 | 0 | -0.3 | 94* | -0.18 | -5 | -1.2
CC(=O)Nc1ccc(S(=O)(=O)Nc2c(C)n(C)n(-c3ccccc3)c2=O)cc1 | 0.59 | 27 | 1 | 6 | 0.2 | 0 | 0.3 | -2 | ·
COc1ccc(CCNc2oc(COc3ccc(Br)cc3)nc2C#N)cc1OC | 4.9* | · | 0.9 | 5 | · | · | -0.38 | · | ·
CN(C)c1nc(Nc2ccc(Cl)cc2)nc(OCC#N)n1 | -0.87 | 21 | 0.9 | 19 | -0.3 | 6 | -0.084 | 15 | 2.1
CCOC(=O)NC1(NC2CCCCC2)Oc2ccccc2O1 | -0.93 | 4 | 0.9 | 15 | 0.5 | 4 | -1.9 | 8 | -0.095
C=C(C)COc1ccc2c(C)c(CC(=O)OC)c(=O)oc2c1C | -1.2 | -20 | 1 | -4 | -1.3 | 18 | -2* | · | 0.3
CCCc1cc(Nc2c(C)n(C)n(-c3ccccc3)c2=O)n2c(nc3ccccc32)c1C#N | 0.29 | · | 0.9 | -1 | -3.1 | · | -2.4* | -17 | ·
C=CCSc1nnc2c(n1)OC(c1cccnc1)N(C(C)=O)c1ccccc1-2 (configuration not stated) | -0.53 | 13 | 1 | -4 | -1.2 | -6 | -4.2* | 10 | ·
CC1CC(C)CN(CCCn2c(=S)[nH]c3ccccc3c2=O)C1 (configuration not stated) | -0.92 | 14 | 0.9 | 11 | · | · | -0.12 | · | ·
Cc1c(NC(=O)CCN2C(=O)c3ccccc3C2=O)c(=O)n(-c2ccccc2)n1C | 0.6 | 14 | 1 | -1 | -1.3 | -4 | -0.016 | 6 | 1.1
CCc1nc2ccccc2c(C(=O)OCC(=O)NCCCN2CCCC2=O)c1C | 0.35 | 4 | 1 | 6 | -0.2 | 0 | -0.4 | 4 | 0.79
CCCS(=O)(=O)N1CCCC(C(=O)NCc2ccc(C)cc2)C1 (configuration not stated) | 1.1 | 5 | 0.9 | 1 | -1.1 | 8 | 0.81 | -6 | 0.011
CCOc1ccccc1Nc1nnc(C)c(=O)[nH]1 | -0.0068 | 14 | 1 | 8 | · | · | 0.35 | · | 0.022
CCCn1c(=N)n(CC(O)c2ccco2)c2ccccc21 (configuration not stated) | -0.86 | 13 | 0.9 | 7 | 0.2 | -7 | -0.62 | -8 | 0.1
O=C(O)c1ccc(COc2c(F)c(F)cc(F)c2F)o1 | 0.49 | 13 | 0.8 | 9 | -0.8 | -3 | -0.2 | · | 0.034
COc1ccc(N2C(=O)c3cccc4cccc(c34)C2=O)nn1 | -0.81 | 3 | 0.9 | 5 | 0.0 | -9 | 0.2 | -18 | ·
Cc1ccc2nc3ccc(N4CCCC4)nn3c(=O)c2c1 | -0.03 | -21 | 1 | 3 | -0.6 | 8 | -1 | -20 | 0.27
COc1ccc(-n2nnnc2SCC(=O)Nc2nnc(C)s2)cc1OC | -0.31 | 5 | 0.9 | -2 | 0.3 | -6 | -0.27 | -18 | 1.8
CC(=O)NC1CCC(C(=O)O)(c2ccccc2)C1 (configuration not stated) | -0.44 | 7 | 0.9 | -1 | -0.3 | 0 | -0.27 | -4 | -0.27
